APJ ag – activates the human apelin receptor APJ. P35414. CHO-K1 APJ PathHunter beta-arrestin, luminescence; 0% DMSO wells, 100% apelin. activation, % at 20 µM. actives 0.11% (n = 330,000);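 active = activation more than six SD over the plate average, tested at 20 µM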;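 also: 0% = DMSO alone and 100% = apelin-13 at 10 nM; some results filed as inactive read as strong as hits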
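system = engineered CHO-K1 APJ arrestin reporter cells | input = 1000 cells per well | timing = overnight seeding, 90 min compound at 25 °C, 1 h detection | measured by = enzyme-fragment complementation luminescence | read-out = beta-arrestin recruitment to APJ as agonist activity, luminescent signal | control set = negative DMSO alone, positive Apelin-13 at 10 nM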
UPR CHOP act – activators of apoptotic arm of unfolded protein response (CHOP); CHO-CHOP luciferase reporter, UPR activation, luminescence; percent of tunicamycin response over DMSO baseline; activation, % at 10 µM; actives 0.34% (n = 330,000);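 active = at 10 µM dose, activation of 40% or more, normalized to positive control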;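 also: 100% = tunicamycin at 10 µg/mL and 0% = DMSO alone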
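Test system: CHO CHOP reporter cells. Input: 500 CHO-CHOP cells per well. Medium: F12 with 10% FBS. Technique: luciferase luminescence. Measure: percent activation relative to tunicamycin control. Dosing: 10 µM compound, 0.5% DMSO. Timing: 16-18 h cell attachment, then 6 h compound exposure, 37 °C.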
UPR XBP1 act – adaptive UPR (XBP1) activation; activation, % at 20 µM; CHO-XBP1 luciferase reporter, IRE1-XBP1 UPR activation, luminescence; percent of tunicamycin response, DMSO as zero; AID 463104; actives 0.33% (n = 330,000);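 active = versus positive control, 20 µM dose yields 30% or more activation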;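 also: 100% = tunicamycin at 10 µg/mL and 0% = DMSO only wells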
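Material: CHO cell line with stable XBP1 luciferase reporter; buffer or medium: F12 medium containing 10% fetal bovine serum; compound: single point, 20 µM final compound, 1% DMSO; incubation: 6 h treatment, 37 °C; measured by: glow luminescence from Steady-Glo reagent; evaluation: activation, % of tunicamycin; control set: tunicamycin high, DMSO low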
APJ antag – blocks the human apelin receptor APJ; inhibition, % at 20 µM; actives 0.32% (n = 330,000); CHO-K1 APJ beta-arrestin complementation, luminescence; P35414; AID 2521;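 active = inhibition above about 40% at 20 µM, limit read from the data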;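 also: cells challenged with 10 nM apelin-13 agonist together with compound; plate controls were apelin-13 plus DMSO wells for no effect and DMSO wells lacking apelin-13 for full effect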
tim23-1 inh – tim23-1 yeast growth inhibition | S. cerevisiae tim23-1 growth, BacTiter-Glo luminescence, 24 h | inhibition, % at 20 µM | actives 1.3% (n = 330,000) | AID 463212;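 active = growth inhibition of the mutant yeast at or above 50%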;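 also: temperature-sensitive mutant grown at 25 °C; plate controls were DMSO-treated mutant yeast for no effect and medium wells lacking yeast for full effect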
697 NFkB inh – inhibitors of the PMA/ionomycin-induced NF-kB reporter in 697 B cells; AID 435022; 697 B-cell NF-kB luciferase reporter, 16 h; actives 0.33% (n = 330,000); inhibition, % at 4 µM; in the data active = inhibition above about 35%
Mdm2 MdmX PPI – inhibitors of human Mdm2/MdmX interaction. O15151+Q00987. SaOS-2 split-luciferase Mdm2/MdmX complementation, luminescence. inhibition, % at 8 µM. actives 3% (n = 330,000);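 active = inhibition of at least 50% at 8 µM in the primary screen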
Target sequence (O15151 whole entry, looked up): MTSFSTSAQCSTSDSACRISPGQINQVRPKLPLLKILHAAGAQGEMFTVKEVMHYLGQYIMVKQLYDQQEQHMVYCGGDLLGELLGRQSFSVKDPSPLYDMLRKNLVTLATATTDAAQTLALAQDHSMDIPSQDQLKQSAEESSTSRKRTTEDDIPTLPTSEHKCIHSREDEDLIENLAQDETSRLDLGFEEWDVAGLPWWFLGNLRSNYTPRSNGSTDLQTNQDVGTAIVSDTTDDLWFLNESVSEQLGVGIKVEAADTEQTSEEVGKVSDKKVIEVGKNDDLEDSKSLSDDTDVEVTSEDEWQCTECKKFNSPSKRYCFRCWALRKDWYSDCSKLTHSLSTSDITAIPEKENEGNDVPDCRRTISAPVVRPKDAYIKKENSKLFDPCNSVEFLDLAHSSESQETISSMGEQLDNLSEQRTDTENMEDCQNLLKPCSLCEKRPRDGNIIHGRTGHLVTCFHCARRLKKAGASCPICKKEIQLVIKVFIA
Target sequence (Q00987 whole entry, looked up): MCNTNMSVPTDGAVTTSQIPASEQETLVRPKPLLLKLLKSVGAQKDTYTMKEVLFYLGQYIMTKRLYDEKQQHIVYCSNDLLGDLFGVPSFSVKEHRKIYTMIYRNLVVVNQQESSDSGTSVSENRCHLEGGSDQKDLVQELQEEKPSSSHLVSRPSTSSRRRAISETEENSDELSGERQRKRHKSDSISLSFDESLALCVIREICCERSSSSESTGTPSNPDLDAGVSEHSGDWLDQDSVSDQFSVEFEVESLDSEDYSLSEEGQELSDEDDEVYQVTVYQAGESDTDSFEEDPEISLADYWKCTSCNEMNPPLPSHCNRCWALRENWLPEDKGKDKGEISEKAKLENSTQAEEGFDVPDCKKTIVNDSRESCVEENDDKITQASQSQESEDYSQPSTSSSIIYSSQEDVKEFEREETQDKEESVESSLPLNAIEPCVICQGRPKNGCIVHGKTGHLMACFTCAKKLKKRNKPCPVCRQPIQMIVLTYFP
Jurkat NFkB inh – inhibitors of the PMA/ionomycin-induced NF-kB reporter in Jurkat cells; PMA/ionomycin-induced NF-kB luciferase reporter, luminescence; inhibition, % at 4 µM; actives 0.53% (n = 330,000); AID 435003; in the data active = inhibition above about 50%
* hit, by the source's call.

Under each structure – APJ ag	UPR CHOP act	UPR XBP1 act	APJ antag	tim23-1 inh	697 NFkB inh	Mdm2 MdmX PPI	Jurkat NFkB inh
1. CN(C(=O)COC(=O)c1c2c(nc3ccccc13)/C(=C/c1cccc([N+](=O)[O-])c1)CCC2)C1CCS(=O)(=O)C1 (stereo not drawn)
    -2	6.2	-2	2	15	-33	22	-35
2. O=C(NCCCCc1ccccc1)c1ccc(Br)o1
    -5	1.8	-2	13	22	4	24	4
3. COc1ccc(CCNC(=O)CCCCCN2C(=O)c3ccccc3C2=O)cc1OC
    4	3.8	-3	2	11	-43	24	39
4. CC(NC(=O)COC(=O)/C=C/c1ccc(Cl)cc1)c1ccccc1 (stereo not drawn)
    0	-1.5	-1	-16	1	7	10	-24
5. CCCn1nc(C(=O)OCC(=O)Nc2ncc(Cl)c(C)c2Cl)c2ccccc2c1=O
    -1	1.2	4	2	1	-1	25	2
6. O=[N+]([O-])c1ccc(Nc2cccc(F)c2)nc1
    -1	-0.2	-1	7	22	-4	-29	-9
7. O=C(NN1C(=O)C2C3C=CC(O3)C2C1=O)c1cccc(Br)c1 (stereo not drawn)
    -2	0.6	-2	-26	10	4	-5	-2
8. CC1(C)OC(C(=O)NC2CCCCC2)C(C(=O)NC2CCCCC2)O1 (stereo not drawn)
    -5	-0.7	0	3	0	-3	13	-6
9. CCOC(=O)C1=C(C)N(CCCC(=O)O)C(=O)NC1c1ccccc1Cl (stereo not drawn)
    5	2.1	-1	5	15	9	9	-13
10. O=C1c2ccccc2C(=O)N1CCc1nc(-c2cccnc2)no1
    -2	-1.4	1	7	2	-4	1	11
11. CCOC(=O)C1=C(CSc2nc3ccccc3s2)NC(=O)NC1c1ccc(OC)cc1 (stereo not drawn)
    0	-3.7	-4	-10	39	-21	27	11
12. Cc1ccccc1SCC(=O)Nc1cccc(C#N)c1
    -2	-1.2	1	12	12	19	-16	-8
13. O=C(CN1C(=O)C(=O)N(C2CCCC2)C1=O)Nc1ccc(Cl)cc1C(F)(F)F
    -3	0.6	1	6	11	21	12	1
14. CC(=O)Nc1ccc(OCC(O)CN2CCN(Cc3ccccc3)CC2)cc1 (stereo not drawn)
    2	-0.9	0	21	15	-62	-1	-19
15. COc1ccc(C(=O)Nc2ccccc2C(=O)NC(Cc2ccc(O)cc2)C(=O)NNC(=O)c2ccc(C)cc2)cc1 (stereo not drawn)
    -1	1.5	0	-17	-1	5	26	14
16. O=C(CC1C(=O)NCCN1Cc1cccc(F)c1)NCCCOc1cccnc1 (stereo not drawn)
    -2	0.5	-4	-18	0	-6	17	-2
17. COc1ccc(-c2cc3c(=O)n(CC(=O)N4CCN(C)CC4)ncn3n2)cc1
    2	1.1	-3	-2	10	-77	-28	-54
18. Cc1nc(N2CCOCC2)c2c(C)c(C(=O)Nc3ccccc3Cl)sc2n1
    0	9.6	2	-44	-16	-10	1	-9
19. Cc1onc(-c2ccccc2Cl)c1C(=O)NC(C)c1ccccc1 (stereo not drawn)
    -2	1.8	0	-7	21	-14	-9	-3
20. CC(=O)c1ccc(OCCCC(=O)OCC(=O)Nc2ccc3[nH]c(=O)[nH]c3c2)cc1
    0	3.6	-1	6	-12	9	32	8
21. O=C1C(Cc2ccc(Br)cc2)SC(=Nc2ccccc2)N1c1ccccc1 (stereo not drawn)
    -2	2.1	-3	-4	32	-8	-6	1
22. CCc1ccc(NC(=O)C(C)OC(=O)c2ccc(N3CCCC3)c([N+](=O)[O-])c2)cc1 (stereo not drawn)
    -2	-0.5	-2	14	5	-12	1	4
23. CCN(CC(=O)Nc1c(F)cccc1F)C(=O)c1cc(S(=O)(=O)N(CC)CC)ccc1N1CCCCC1
    1	-1.3	-7	16	1	66*	-4	5
24. COc1cccc(C(=O)NNC(=O)c2ccc(NS(=O)(=O)c3cccs3)cc2)c1OC
    4	0.2	-4	-6	-14	-16	13	0
25. Cc1csc(SCC(=O)N(C)c2c(N)n(Cc3ccccc3)c(=O)[nH]c2=O)n1
    -2	-0.3	0	16	12	19	-14	-11
26. O=C(O)/C=C\C(=O)Nc1ccc(OC(F)F)cc1
    -4	-0.5	-2	17	-15	10	14	-17
27. Cc1cc2cc(CCNC(=O)c3ccc(Br)o3)c(=O)[nH]c2cc1C
    4	-2.0	1	10	-54	9	13	2
28. Cc1ccc(C)c(S(=O)(=O)N2CCN(C(=O)CCNS(=O)(=O)c3ccccc3)CC2)c1
    -1	1.1	-6	16	5	1	8	-4
29. CCOC(=O)N1CCN(C(=O)CN(c2ccc(C)cc2)S(=O)(=O)c2c(C)noc2C)CC1
    -4	-1.4	2	4	2	-7	9	8
30. O=C(CNC(=O)c1cccs1)NCC(=O)OCc1ccc(Cl)cc1
    0	-1.7	-7	10	-5	23	14	-15
31. CCOc1ccccc1-c1nc(C(N)=O)c2[nH]c(=O)n(-c3ccc(F)cc3)c2n1
    -2	11	4	22	6	9	16	6
32. O=C(COC(=O)Cc1ccc(Cl)c(Cl)c1)Nc1ccc2[nH]c(=O)[nH]c2c1
    9	1.0	-2	-14	10	17	17	6
33. Cc1ccc(NC(=O)c2cc3c(CO)cnc(C)c3oc2=Nc2cccc(C(N)=O)c2)cc1
    -1	0.7	-4	0	2	10	78*	12
34. CCCONC(=O)Nc1ccccc1[N+](=O)[O-]
    -3	0.4	1	-9	18	-9	-4	-1
35. CCC1=[N+](CC(=O)c2ccc(C)cc2)CCn2c(C)ccc21
    5	0.6	0	7	22	-97	-24	-6
36. Cc1ccc(C2=NC3(CCCCCC3)NC2=S)cc1
    0	0.6	1	-18	-7	-2	13	-12
37. CC(C)(C)c1ccc(OC(=O)CN2C(=O)C3C4CCC(C4)C3C2=O)cc1 (stereo not drawn)
    2	-1.2	1	-10	26	-3	15	-4
38. CCCn1c(SCC(=O)Nc2c(CC)cccc2CC)nnc1C(C)C
    7	-1.7	-4	-15	30	-5	8	-9
39. C[C@H](CO)N1C[C@H](C)[C@@H](CN(C)Cc2ccc(C(=O)O)cc2)Oc2c(NC(=O)c3ccncc3)cccc2C1=O
    -1	0.5	-1	0	-7	7	9	-2
40. COc1ccccc1N(CC(=O)NCC1CCCO1)C(=O)Cn1nnc(-c2cccs2)n1 (stereo not drawn)
    -1	-1.1	-4	-9	3	6	8	7
41. COCCCNc1nc2c(c(=O)n(Cc3ccc(OC)cc3)c(=O)n2C)n1C
    -5	1.2	0	4	10	2	15	-1
42. O=C(O)COc1ccccc1/C=N/NC(=O)CSc1nc2ccccc2n1Cc1ccccc1
    -3	-1.2	-2	15	6	4	16	-6
43. O=C(CNC(=S)N(CCCN1CCOCC1)Cc1cccs1)N1CCCCCC1
    1	4.0	0	-14	13	-8	0	-23
44. NC(=O)c1cc2ccccc2o/c1=N\NC(=O)c1ccccc1O
    -5	-0.9	3	15	-12	19	6	3
45. Cc1cccc(-c2cccc(NC(=O)C3CCCN(C(=O)c4ocnc4C)C3)c2)c1 (stereo not drawn)
    1	-0.7	-1	-12	12	-14	5	-22
46. Cc1ccc(C(=O)c2ccccc2C(=O)OCC(=O)NCC2CCCO2)cc1 (stereo not drawn)
    -4	-0.7	-1	-15	21	0	2	-22
47. COc1ccc(OC)c(NC(=O)CCN2C(=O)c3cccc([N+](=O)[O-])c3C2=O)c1
    -4	1.4	-2	-7	4	10	13	8
48. CCOC(=O)c1cnn(-c2cccc(Cl)c2)c1N
    -3	1.7	6	-12	-9	-28	-8	-28

Of the compounds above, 2 contain a furan ring, fused or not.
Under each structure – APJ ag	UPR CHOP act	UPR XBP1 act	APJ antag	tim23-1 inh	697 NFkB inh	Mdm2 MdmX PPI	Jurkat NFkB inh
2. O=C(NCCCCc1ccccc1)c1ccc(Br)o1
    -5	1.8	-2	13	22	4	24	4
27. Cc1cc2cc(CCNC(=O)c3ccc(Br)o3)c(=O)[nH]c2cc1C
    4	-2.0	1	10	-54	9	13	2

Compounds 35 through 48, quoted:
Under each structure – APJ ag	UPR CHOP act	UPR XBP1 act	APJ antag	tim23-1 inh	697 NFkB inh	Mdm2 MdmX PPI	Jurkat NFkB inh
35. CCC1=[N+](CC(=O)c2ccc(C)cc2)CCn2c(C)ccc21
    5	0.6	0	7	22	-97	-24	-6
36. Cc1ccc(C2=NC3(CCCCCC3)NC2=S)cc1
    0	0.6	1	-18	-7	-2	13	-12
37. CC(C)(C)c1ccc(OC(=O)CN2C(=O)C3C4CCC(C4)C3C2=O)cc1 (stereo not drawn)
    2	-1.2	1	-10	26	-3	15	-4
38. CCCn1c(SCC(=O)Nc2c(CC)cccc2CC)nnc1C(C)C
    7	-1.7	-4	-15	30	-5	8	-9
39. C[C@H](CO)N1C[C@H](C)[C@@H](CN(C)Cc2ccc(C(=O)O)cc2)Oc2c(NC(=O)c3ccncc3)cccc2C1=O
    -1	0.5	-1	0	-7	7	9	-2
40. COc1ccccc1N(CC(=O)NCC1CCCO1)C(=O)Cn1nnc(-c2cccs2)n1 (stereo not drawn)
    -1	-1.1	-4	-9	3	6	8	7
41. COCCCNc1nc2c(c(=O)n(Cc3ccc(OC)cc3)c(=O)n2C)n1C
    -5	1.2	0	4	10	2	15	-1
42. O=C(O)COc1ccccc1/C=N/NC(=O)CSc1nc2ccccc2n1Cc1ccccc1
    -3	-1.2	-2	15	6	4	16	-6
43. O=C(CNC(=S)N(CCCN1CCOCC1)Cc1cccs1)N1CCCCCC1
    1	4.0	0	-14	13	-8	0	-23
44. NC(=O)c1cc2ccccc2o/c1=N\NC(=O)c1ccccc1O
    -5	-0.9	3	15	-12	19	6	3
45. Cc1cccc(-c2cccc(NC(=O)C3CCCN(C(=O)c4ocnc4C)C3)c2)c1 (stereo not drawn)
    1	-0.7	-1	-12	12	-14	5	-22
46. Cc1ccc(C(=O)c2ccccc2C(=O)OCC(=O)NCC2CCCO2)cc1 (stereo not drawn)
    -4	-0.7	-1	-15	21	0	2	-22
47. COc1ccc(OC)c(NC(=O)CCN2C(=O)c3cccc([N+](=O)[O-])c3C2=O)c1
    -4	1.4	-2	-7	4	10	13	8
48. CCOC(=O)c1cnn(-c2cccc(Cl)c2)c1N
    -3	1.7	6	-12	-9	-28	-8	-28

Source: PubChem (Sanford-Burnham Center for Chemical Genomics)
